Screening data from PubChem.
NPR1 activator: GC-A (human) enzyme activation | P16066 | HEK293 GC-A cells, cGMP TR-FRET, EC30 ANP; 0% at EC30 ANP, 100% saturating ANP | activation, % at 10 µM | 370,000 compounds, 0.14% hits | AID 1671463; in the data active = activation above about 40%
DAX1 inh-1: NR0B1 (DAX1) inhibition. 340,000 compounds, 0.99% hits. HEK293 Gal4-DAX1 luciferase reporter, luminescence. inhibition, % at 6.75 µM. P51843. AID 504766;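 active = inhibition above the mean over all tested compounds plus 3 SD, cut at about 4.2% in these data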;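 also: 0% = DAX1-transfected cells with DMSO and 100% = empty-vector control cells with DMSO; inhibition shows as a rise in luminescence from relieved DAX1 repression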
Target sequence (P51843 207-470 limits assumed): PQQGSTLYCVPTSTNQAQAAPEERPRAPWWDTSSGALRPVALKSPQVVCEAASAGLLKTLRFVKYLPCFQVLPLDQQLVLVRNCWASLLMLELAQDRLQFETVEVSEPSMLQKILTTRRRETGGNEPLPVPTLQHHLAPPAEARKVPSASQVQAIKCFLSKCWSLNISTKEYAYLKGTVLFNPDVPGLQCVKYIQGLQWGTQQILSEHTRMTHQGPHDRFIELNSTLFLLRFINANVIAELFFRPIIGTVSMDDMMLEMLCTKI
ADAM10 inh: inhibitors of human ADAM10; recombinant ADAM10, EDANS/DABCYL FRET peptide cleavage, 3 h; O14672; 370,000 compounds, 0.62% hits; inhibition, % at 7 µM;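 active = inhibition above a per-campaign cutoff equal to the mean of compounds falling between control-based bounds plus 3 SD, cut at about 20% in these data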;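 also: 0% = DMSO wells while the 100% control is not disclosed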
Target sequence (O14672 214-748 limits assumed): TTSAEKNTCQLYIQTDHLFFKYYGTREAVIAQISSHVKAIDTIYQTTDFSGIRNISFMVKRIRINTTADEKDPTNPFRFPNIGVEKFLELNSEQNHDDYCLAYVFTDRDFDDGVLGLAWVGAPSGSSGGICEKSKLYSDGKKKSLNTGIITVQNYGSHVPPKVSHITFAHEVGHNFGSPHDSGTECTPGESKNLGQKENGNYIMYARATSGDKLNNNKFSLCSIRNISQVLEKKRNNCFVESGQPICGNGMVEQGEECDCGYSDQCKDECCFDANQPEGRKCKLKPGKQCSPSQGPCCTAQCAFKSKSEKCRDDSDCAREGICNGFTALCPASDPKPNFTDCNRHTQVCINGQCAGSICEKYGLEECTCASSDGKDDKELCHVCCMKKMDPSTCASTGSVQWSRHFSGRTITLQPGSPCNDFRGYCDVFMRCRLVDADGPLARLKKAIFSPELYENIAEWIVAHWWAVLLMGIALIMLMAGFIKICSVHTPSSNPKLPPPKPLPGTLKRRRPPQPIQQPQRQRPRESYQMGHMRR
SMARCA2 activ: activators of SMARCA2 function; MG213 cells, MMTV-luciferase reporter, dexamethasone, overnight; 370,000 compounds, 1% hits; activation, % at 9.1 µM; in the data active = activation above about 7.8%;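 also: 0% = vehicle wells and 100% = reference activator wells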
hcDAF12 agonist: activates DAF-12 receptor from parasite H. contortus; HEK293 hcDAF-12 lit1-tk-luc reporter, luminescence; 0% DMSO, 100% Δ7-dafachronic acid; activation, % at 6.8 µM; 370,000 compounds, 1.4% hits;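 active = activation above the mean of all tested compounds plus 3 SD, cut at about 5.5% in these data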;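 also: 100% = response to 3 µM Δ7-dafachronic acid high control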
hgDAF-12 ag: activates the H. glycines DAF-12 receptor ligand-binding domain; HEK293 GAL4-hgDAF12 UAS-luciferase reporter, agonist luminescence; normalized to butyrate control; activation, % at 6.8 µM; 370,000 compounds, 1.8% hits; AID 687014;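 active = activation above a cutoff set at the mean of all screened compounds plus 3 SD, cut at about 10% in these data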;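 also: 0% = DMSO wells and 100% = sodium butyrate wells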
FXN GAA850 act: activators of GAA850 frataxin (FXN) promoter | HEK293 lucGAA850 FXN promoter luciferase reporter, 24 h; percent of 10 µM SAHA response | activation, % at 6 µM | 360,000 compounds, 0.56% hits;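 active = activation above the average of all compounds screened plus 3 SD, cutoff fixed separately per campaign, cut at about 7.5% in these data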;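 also: 0% = DMSO wells and 100% = 10 µM SAHA wells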
DAX1 inh-2: blocks DAX1 repression of SF-1 activated StAR promoter. 370,000 compounds, 1.1% hits. AID 652010. HEK293T StAR-luciferase reporter, SF-1/DAX-1 repression relief. inhibition, % at 6.8 µM;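 active = inhibition above the mean over all tested compounds plus 3 SD, cut at about 3.6% in these data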;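 also: 0% = DAX-1 cells with DMSO and 100% = cells lacking DAX-1 with DMSO; higher inhibition means more luminescence from relief of DAX-1 repression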
PG9 binder: binds the HIV-1 gp120 antibody PG9; 360,000 compounds, 0.43% hits; inhibition, % at 6.7 µM; TR-FRET gp120-PG9 antibody binding; AID 624416; in the data active = inhibition above about 8.5%
ADAM17 inh: inhibits human ADAM17; recombinant ADAM17, EDANS/DABCYL FRET peptide cleavage; 370,000 compounds, 0.83% hits; inhibition, % at 6.95 µM;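 active = inhibition above the mean of compounds lying between control limits plus 3 SD, set per campaign, cut at about 8.5% in these data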;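 also: 0% = DMSO-only wells as the low control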
ssDAF-12 act: S. stercoralis DAF-12 activation, primary screen | HEK293 ssDAF-12/GRIP1 lit1-tk-luc reporter, luminescence; % of 3 µM dafachronic acid response | activation, % at 6.8 µM | 370,000 compounds, 1% hits;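 active = activation above the mean over all tested compounds plus 3 SD, cut at about 0.9% in these data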;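 also: 0% = DMSO-only wells and 100% = 3 µM delta7-dafachronic acid wells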
An asterisk follows results filed as active; i = inactive.

1: CCOC(=O)c1ccc2ncc(C(=O)OCC)c(Nc3ccc(N4CCOCC4)cc3)c2c1
2: Cc1sc2ncnc(SCC(=O)Nc3ccc(CN4CCCC4)cc3)c2c1C
3: Nc1c(-c2cccc(Cl)c2)cnn1-c1cccc([N+](=O)[O-])c1
4: CN1CCCC(OC(=O)c2cc(Br)ccc2Cl)C1 (configuration not stated)
5: Cc1ccc(NC(=O)COC(=O)CCc2nc3ccccc3c(=O)[nH]2)cc1Cl
6: COc1cc(CNCC(C)C)c(Br)cc1OCC(=O)NCc1ccccc1
7: Cc1ccc(-c2cc[n+](Cc3ccccc3)cc2)cc1
8: COc1cc(CNc2ccc3[nH]c(=O)[nH]c3c2)ccc1OCc1ccc(F)cc1
assay / compound	1	2	3	4	5	6	7	8
NPR1 activator	-3	-1	-3	-5	-3	-1	0	-2
DAX1 inh-1	0.0	-0.2	1.0	1.1	1.4	0.0	-1.9	-0.8
ADAM10 inh	7	-11	3	-1	0	0	-151	-28
SMARCA2 activ	1	1	-1	2	-3	-1	-7	-4
hcDAF12 agonist	-0.3	0.8	-1.7	-0.6	-0.1	-2.2	-2.1	-2.5
hgDAF-12 ag	0.0	0.1	2.0	0.1	0.8	-2.0	-4.9	-3.4
FXN GAA850 act	-4.2	0.9	-1.8	1.7	2.7	-5.3	-0.6	5.0
DAX1 inh-2	-0.5	-2.5	-0.8	1.0	-0.1	0.2	-1.4	-1.1
PG9 binder	-1.3	-0.7	0.4	-0.6	-1.0	-1.6	3.3	1.6
ADAM17 inh	0	-2	3	0	-5	-1	-46	-18
ssDAF-12 act	-1.5	-0.8	-1.4	-1.2	-1.4	-1.0	-2.0	-1.6

9: Cc1cc(C)n2nc(C(=O)NNC(=O)c3ccccc3)nc2n1
10: COC(=O)c1cc(Cl)c(NC(=O)c2cc3ccccc3o2)cc1OC
11: O=C(CCCc1ccccc1)Nc1ccnn1C1CCN(Cc2ccccc2)CC1
12: CCn1cc(C(=O)NCCC2=CCCCC2)c(=O)c2cc(S(=O)(=O)N(C)C)ccc21
13: O=C(Nc1ccc(O)c2c(=O)cc(-c3cccc(Cl)c3)oc12)c1ccccc1Cl
14: COCCCNC(=O)Nc1ccc(F)cc1F
15: Cc1cccc(NC(=O)C(=O)NCC2CCCN2S(=O)(=O)c2cccs2)c1C (configuration not stated)
16: O=C(NCc1ccc(OC(F)(F)F)cc1)c1cccc2c1C(=O)c1ccc(N3CCC(Cc4ccccc4)CC3)cc1S2(=O)=O
assay / compound	9	10	11	12	13	14	15	16
NPR1 activator	-1	11	-5	6	2	2	-1	3
DAX1 inh-1	1.9	2.1	0.8	0.2	0.5	2.0	-2.9	0.1
ADAM10 inh	-8	-19	-6	-15	9	-9	-2	4
SMARCA2 activ	-2	0	4	-1	1	0	-2	-1
hcDAF12 agonist	0.6	-0.3	-1.1	-0.1	-1.8	-1.2	-0.7	-0.3
hgDAF-12 ag	0.7	1.3	1.4	0.5	-1.1	1.9	0.9	0.0
FXN GAA850 act	0.0	-0.4	-4.3	1.1	-0.7	-1.5	0.9	0.1
DAX1 inh-2	-0.3	0.2	0.1	-1.1	-0.7	0.1	-2.9	-0.4
PG9 binder	-1.5	8.7*	-2.0	-3.8	-0.7	-0.8	-1.2	-2.1
ADAM17 inh	-4	-10	-1	0	1	-6	-3	-1
ssDAF-12 act	-1.8	-1.0	-1.3	-0.8	-1.5	-0.8	-1.6	-1.2

17: CN(CCOc1cccc2ccccc12)Cc1ccccc1
18: Cc1cc(NC(=O)CSc2nccn2-c2cccc(Cl)c2)no1
19: CC(=O)Nc1ccc(C(=O)COC(=O)CCc2ccccc2)c(F)c1
20: COc1ccc(/C=N/NC(=O)c2ccc(C)nc2)cc1O
21: N#Cc1ccc(C#Cc2ccc3oc4ccccc4c(=O)c3c2)cc1
22: COc1ccc(CC(=S)N2CCOCC2)cc1F
23: Cc1ccc(S(=O)(=O)NCC(=O)N2CCOCC2)cc1
24: CC1CCCN(C(=O)CSc2nc3ccccc3o2)C1 (configuration not stated)
assay / compound	17	18	19	20	21	22	23	24
NPR1 activator	-2	-1	-1	3	-11	0	0	-2
DAX1 inh-1	-1.4	0.6	0.5	-0.4	-0.6	0.0	0.1	2.4
ADAM10 inh	-1	-7	-9	0	-3	-6	2	-2
SMARCA2 activ	1	-3	-2	-2	4	-3	3	6
hcDAF12 agonist	-0.8	-1.6	0.7	0.9	-0.6	-2.9	-1.3	2.1
hgDAF-12 ag	-0.6	-0.4	0.5	-0.9	-0.9	-1.1	1.2	7.5
FXN GAA850 act	1.8	-2.7	-0.1	-0.5	0.6	-0.3	-1.8	0.0
DAX1 inh-2	-0.3	-0.6	-0.6	0.1	0.2	-0.2	-0.6	1.1
PG9 binder	0.4	-3.1	-0.3	-1.7	-1.0	-1.4	1.5	-0.4
ADAM17 inh	-3	-2	-5	0	-2	-4	-2	-2
ssDAF-12 act	-1.1	-1.4	-1.2	-0.3	-1.2	-1.6	-0.3	-0.4

Some of these compounds in order of length of the SMILES, lowest first.
22: COc1ccc(CC(=S)N2CCOCC2)cc1F
20: COc1ccc(/C=N/NC(=O)c2ccc(C)nc2)cc1O
19: CC(=O)Nc1ccc(C(=O)COC(=O)CCc2ccccc2)c(F)c1
assay / compound	22	20	19
NPR1 activator	0	3	-1
DAX1 inh-1	0.0	-0.4	0.5
ADAM10 inh	-6	0	-9
SMARCA2 activ	-3	-2	-2
hcDAF12 agonist	-2.9	0.9	0.7
hgDAF-12 ag	-1.1	-0.9	0.5
FXN GAA850 act	-0.3	-0.5	-0.1
DAX1 inh-2	-0.2	0.1	-0.6
PG9 binder	-1.4	-1.7	-0.3
ADAM17 inh	-4	0	-5
ssDAF-12 act	-1.6	-0.3	-1.2

Next records follow.
25: CCn1c(Oc2ccccc2C)nc2c1c(=O)n(C)c(=O)n2C
26: CCN1C(C)=CC(=O)[C@@H](O)[C@H]1c1ccccc1Br
27: CCCn1nnnc1NCc1ccccc1OCc1cccs1
28: O=C(NCc1ccco1)c1ccc2c(=O)n(Cc3ccco3)c(SCC(=O)N3CCCC3)nc2c1
29: CC1(C)CC(=O)C(C=NCCN2CCNCC2)=C(O)C1
30: CCCc1cc(=O)oc2cc(OC(=O)CN3C(=O)NC4(CCCC4)C3=O)ccc12
31: Nc1ccc(-c2nnc(-c3ccc(N)cc3)o2)cc1
32: CC1CN(C(=O)CSc2nc(-c3ccc(F)cc3)cs2)CC(C)O1 (configuration not stated)
assay / compound	25	26	27	28	29	30	31	32
NPR1 activator	3	2	2	2	1	-3	8	-4
DAX1 inh-1	-1.0	0.2	-0.4	-1.3	0.0	-0.5	4.4*	1.5
ADAM10 inh	11	-8	5	-7	-14	i	i	13
SMARCA2 activ	0	5	0	7	-6	3	5	-2
hcDAF12 agonist	-0.4	-0.2	-2.1	-1.2	-0.8	-1.8	1.6	-0.8
hgDAF-12 ag	0.7	0.8	-0.8	-1.3	0.8	0.1	6.5	-0.7
FXN GAA850 act	-2.8	-0.3	2.1	-1.1	-0.5	1.5	3.8	1.3
DAX1 inh-2	0.2	0.3	-0.9	-1.0	-0.1	-0.3	1.7	-0.6
PG9 binder	-1.3	-0.6	-0.6	-1.8	-1.2	-0.6	1.1	0.4
ADAM17 inh	-1	-1	-6	-2	-4	i	-343	-2
ssDAF-12 act	-0.7	-1.2	-1.0	-1.8	-1.0	-1.4	-0.3	-1.8

Only FXN GAA850 act, for four of the compounds above:
| item | canonical_smiles | FXN GAA850 act |
| --- | --- | --- |
| 3 | Nc1c(-c2cccc(Cl)c2)cnn1-c1cccc([N+](=O)[O-])c1 | -1.8 |
| 4 | CN1CCCC(OC(=O)c2cc(Br)ccc2Cl)C1 (configuration not stated) | 1.7 |
| 5 | Cc1ccc(NC(=O)COC(=O)CCc2nc3ccccc3c(=O)[nH]2)cc1Cl | 2.7 |
| 6 | COc1cc(CNCC(C)C)c(Br)cc1OCC(=O)NCc1ccccc1 | -5.3 |

More records
33: COc1ccccc1N(CC(=O)NCCSCc1ccco1)S(=O)(=O)c1ccccc1
34: O=C(NCc1cccs1)c1ccc(Cl)c(S(=O)(=O)N2CCCC2)c1
35: C=CCNC(=S)N1CCN(c2cc3c(cc2F)c(=O)c(C(=O)O)cn3CC)CC1
36: CC(=O)Nc1ccccc1-c1nnn(CC(=O)Nc2ccc3c(c2)OCCO3)n1
37: O=C1CC[C@H](O)CCN1[C@H](CSc1ccc(Br)cc1)Cc1ccccc1
38: O=C1CN(C(=O)CNCc2cccc(Cl)c2)c2ccccc2N1
39: COc1ccc(COC(=O)C2=C(C)NC(=O)NC2c2ccc(OC)cc2)cc1 (configuration not stated)
40: CC(C)Oc1ccc(Cn2c(=O)oc3ccccc32)cc1
41: COc1ccc2[nH]c(CN3CCN(CCC(C)C)C(CCO)C3)c(C)c2c1 (configuration not stated)
42: Cc1ccc(S(=O)(=O)N2CCOCC2)cc1C(=O)OC1CCCCC1=O (configuration not stated)
assay / compound	33	34	35	36	37	38	39	40	41	42
NPR1 activator	-4	0	-3	1	-4	-6	0	-9	-3	-4
DAX1 inh-1	0.0	-0.8	0.3	-0.4	0.3	1.7	-1.0	0.7	-2.2	1.1
ADAM10 inh	14	4	-6	-8	-3	-2	-5	0	-4	6
SMARCA2 activ	-3	-3	4	-3	-2	-3	-2	-3	-2	-3
hcDAF12 agonist	-1.9	-0.8	0.7	-1.6	-0.3	-3.2	-2.7	-0.9	-1.8	2.3
hgDAF-12 ag	-1.8	2.8	-0.5	-0.5	0.0	-3.1	0.3	3.0	-1.9	-0.3
FXN GAA850 act	-1.4	2.2	-0.2	2.6	2.3	-1.8	-2.7	3.4	1.6	1.0
DAX1 inh-2	0.2	-0.5	-0.2	-0.2	-0.3	-0.2	-0.7	-0.3	0.0	0.2
PG9 binder	0.3	0.8	1.5	-0.2	1.1	2.0	3.5	-1.2	1.1	-2.6
ADAM17 inh	1	0	0	2	1	-3	-3	-1	1	2
ssDAF-12 act	-1.2	-1.5	-1.3	-1.0	-1.6	-1.3	-1.9	-1.3	-1.7	1.2*
